NR5A2 inv ag – inverse agonists of human LRH-1 (NR5A2); O00482; HEK293T StAR-luciferase reporter, LRH-1 transfected, 24 h; inhibition, % at 3.6 µM; 360,000 tested, 0.13% active;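 active = inhibition above the mean inhibition of all tested compounds plus 3 SD, cut at about 73% in these data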;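 note: 0% = DMSO wells and 100% = reporter-only cells lacking LRH-1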
Target sequence (O00482 whole entry, looked up): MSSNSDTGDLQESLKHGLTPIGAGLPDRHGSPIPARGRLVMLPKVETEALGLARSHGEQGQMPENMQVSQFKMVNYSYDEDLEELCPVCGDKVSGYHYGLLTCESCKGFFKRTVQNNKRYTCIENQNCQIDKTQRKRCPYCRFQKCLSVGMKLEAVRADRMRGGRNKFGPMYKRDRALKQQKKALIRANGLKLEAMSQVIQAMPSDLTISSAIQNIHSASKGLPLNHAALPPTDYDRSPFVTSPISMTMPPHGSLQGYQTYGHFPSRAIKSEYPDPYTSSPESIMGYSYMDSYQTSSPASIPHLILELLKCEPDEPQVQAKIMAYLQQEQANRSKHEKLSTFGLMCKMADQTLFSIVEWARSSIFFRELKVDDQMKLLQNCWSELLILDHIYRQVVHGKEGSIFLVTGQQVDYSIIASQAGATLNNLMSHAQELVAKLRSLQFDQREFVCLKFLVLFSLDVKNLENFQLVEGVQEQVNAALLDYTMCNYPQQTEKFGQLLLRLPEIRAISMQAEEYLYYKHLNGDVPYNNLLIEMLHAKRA
COUP-TFII inh – NR2F2 (human) inhibition, primary screen. P24468. HEK293T NGFI-A luciferase reporter, luminescence. inhibition, % at 8.6 µM. 370,000 tested, 0.7% active. AID 686940;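 active = inhibition above a per-plate cutoff, mean inhibition of test wells between control levels plus 3 SD, cut at about 38% in these data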;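 note: cells cotransfected with COUP-TFII expression vector driving the NGFI-A reporter; 0% = median of COUP-TF2 test wells and 100% = reporter-only cells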
TLR9-MyD88 block – inhibitors of human TLR9-MyD88 binding | Q9NR96+Q99836 | CHO BLA complementation TLR9-MyD88, CCF4 FRET ratio | inhibition, % at 4.98 µM | 340,000 tested, 0.21% active;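 active = inhibition above the mean over all tested compounds plus 3 SD, cut at about 21% in these data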;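 note: 0% = DMSO only wells and 100% = clavulanate BLA inhibitor control wells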
TRAIL sens C8 – caspase-8 TRAIL sensitization. NB7+C8 cells + TRAIL, ATPlite viability luminescence. inhibition (viability loss, TRAIL sensitization), % at 10 µM. 360,000 tested, 1% active. AID 624354;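 active = compounds causing at least 50% loss of cell viability in the single-dose screen, relative to plate controls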
NCOA1 inh – inhibitors of human steroid receptor coactivator 1 (SRC1); inhibition, % at 3.6 µM; 360,000 tested, 0.12% active; HEK293 GAL4-SRC1 luciferase reporter, luminescence;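 active = inhibition above the campaign mean plus 3 SD, with each screening campaign given its own cutoff, cut at about 60% in these data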;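 note: 0% = DMSO treated cells and 100% = gossypol at 36 µM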
TROY NFkB inh – TROY signaling inhibition; Q293 LMP1-TROYcd NF-kB luciferase reporter, 4 h; inhibition, % at 10 µM; 360,000 tested, 0.98% active; AID 1347056;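 active = compounds whose plate-normalised and pattern-corrected inhibition of the luciferase reporter signal at the single screening dose is 50% or more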
NOD2 RIPK2 PPI – inhibitors of human NOD2-RIPK2 interaction; O43353; CHO BLA complementation NOD2-RIPK2, CCF4 ratio; inhibition, % at 4.98 µM; 360,000 tested, 0.38% active; AID 624267; in the data active = inhibition above about 21%;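 note: 0% = vehicle only and 100% = reference blocker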
Target sequence (O43353 whole entry, looked up): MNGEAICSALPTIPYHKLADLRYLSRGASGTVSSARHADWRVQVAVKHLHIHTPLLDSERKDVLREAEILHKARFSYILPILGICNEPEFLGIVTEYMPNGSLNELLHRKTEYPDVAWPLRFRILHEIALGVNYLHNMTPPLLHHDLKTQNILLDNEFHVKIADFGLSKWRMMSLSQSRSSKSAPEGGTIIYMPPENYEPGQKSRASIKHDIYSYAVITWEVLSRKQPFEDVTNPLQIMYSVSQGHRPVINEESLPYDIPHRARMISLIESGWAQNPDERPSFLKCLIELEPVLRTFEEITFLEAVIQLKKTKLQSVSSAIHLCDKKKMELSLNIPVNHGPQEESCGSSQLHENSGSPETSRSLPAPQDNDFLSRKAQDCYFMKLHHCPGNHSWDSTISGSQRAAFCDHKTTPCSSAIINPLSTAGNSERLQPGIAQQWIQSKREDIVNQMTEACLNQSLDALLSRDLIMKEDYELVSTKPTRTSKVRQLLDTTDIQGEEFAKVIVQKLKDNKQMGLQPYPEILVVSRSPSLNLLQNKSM
NCOA2 inhibitor – human SRC2 (NCOA2) inhibition; HEK293 GAL4-SRC2 luciferase reporter, luminescence; Q15596; inhibition, % at 9 µM; 370,000 tested, 0.17% active;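 active = inhibition above the mean inhibition of all tested compounds plus 3 SD, set per campaign, cut at about 52% in these data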;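 note: 0% = DMSO treated cells and 100% = cells given Gossypol at 36 µM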
TWEAK-Fn14 inh – TWEAK-Fn14 signaling inhibition. TWEAK-stimulated Fn14 reporter cells, luciferase luminescence, 8 h. inhibition, % at 10 µM. 360,000 tested, 2% active; in the data active = inhibition above about 50%
LMP1 NFkB inh – Epstein-Barr LMP1 NF-kappaB reporter inhibition. LMP1-induced NF-kappaB luciferase reporter cells, luminescence. inhibition, % at 12.5 µM. AID 504558. 350,000 tested, 0.69% active; in the data active = inhibition above about 41%; inconclusive = no clear call, values can overlap the other calls;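 note: 0% = neutral control wells and 100% = reference inhibitor control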
SRC3 inh – human NCOA3 inhibition; Q9Y6Q9; HEK293 GAL4-SRC3 luciferase reporter, luminescence; inhibition, % at 3.6 µM; 360,000 tested, 0.17% active; AID 588352;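 active = inhibition above a per-campaign cutoff, the mean of all compounds plus 3 SD, cut at about 60% in these data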;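 note: 0% = DMSO-treated cells and 100% = gossypol-treated cells at 36 µM; higher means less SRC3-driven luciferase light from the GAL4 reporter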
Active calls of the source: *; u = inconclusive; x = not tested or not shown.

smiles,NR5A2 inv ag,COUP-TFII inh,TLR9-MyD88 block,TRAIL sens C8,NCOA1 inh,TROY NFkB inh,NOD2 RIPK2 PPI,NCOA2 inhibitor,TWEAK-Fn14 inh,LMP1 NFkB inh,SRC3 inh
Nc1nc2ncccn2c1-c1ccc(F)c(F)c1,-50,6,x,-14,x,x,28*,-2,x,x,x
C=CCN(C(=O)Nc1ccc(Cl)cc1)C1CC(=O)N(c2ccc(OC)cc2)C1=O (stereo unspecified),11,-3,-7,-7,-1,-6,11,-14,6,-3,-21
Cc1cc2c(c(=O)n1CC1CCCO1)C(c1ccc3c(c1)OCO3)C(C#N)=C(N)O2 (stereo unspecified),9,-1,-5,-4,-7,2,1,-1,-11,-5,7
CCCN(CCC)c1ccc(CC(=O)NC(C)Cc2ccccc2)cc1 (stereo unspecified),-1,22,0,-5,-2,7,4,10,-16,-8,10
CCc1ccccc1NC(=O)C1CCN(C(=O)c2ccc([N+](=O)[O-])cc2)CC1,1,5,-5,1,2,2,-3,9,9,13,6
CCS(=O)(=O)c1nc(S(=O)(=O)c2ccc(C)cc2)c(N2CC(C)CC(C)C2)s1 (stereo unspecified),1,0,-6,12,-8,6,5,-9,27,7,5
CCc1ccc(CNC(=O)CCc2cn(C)c3ccccc23)cc1,13,8,3,-5,11,5,8,-8,23,-1,1
Cc1ccc(CNC(=S)Nc2cc(C(=O)O)ccc2C)cc1,11,-2,4,8,-5,-9,0,16,11,-7,16
Cc1ccc(C(=O)N/N=C\C2CC=CCC2)cc1[N+](=O)[O-] (stereo unspecified),9,-7,-7,-6,-35,2,6,-6,16,2,13
CC(NC(=O)C(=O)NCCCn1ccnc1)c1ccccc1 (stereo unspecified),-5,-6,5,2,-1,15,-8,-31,-3,1,11
O=C(NCc1ccc2c(c1)OCO2)c1ccc(CS(=O)Cc2cccc(Cl)c2)o1 (stereo unspecified),9,14,1,-3,-17,8,-8,15,-12,-10,23
CSCCC(NC(=O)COc1ccccc1)C(=O)N1CCN(c2ccccc2O)CC1 (stereo unspecified),-7,5,0,-13,-32,-7,6,-10,2,4,-7
CCN(CC)S(=O)(=O)c1ccc(N(C)CCc2ccc(OC)c(OC)c2)nc1,-5,-1,0,2,9,-6,-3,-6,-14,-3,24
OCCC1CN(CCCn2cccn2)CCN1C1CCCCC1 (stereo unspecified),-6,-21,1,5,-17,-6,-7,-26,-2,8,-3
CCCCNC(=O)C(NC(=O)c1cnccn1)C(=O)c1ccccc1 (stereo unspecified),11,-15,x,-9,x,x,7,-5,x,x,x
O=C(NCc1ccccc1)c1ccccc1NC(=O)C1CCCCC1,5,11,9,23,5,3,9,8,1,-5,13
Cc1ccc2c(=O)c(C(=O)c3ccc(F)cc3)cn(CC(=O)NCc3ccco3)c2n1,-16,12,-6,13,3,-13,-2,23,3,8,-17
Cc1ccccc1C(C)NS(=O)(=O)c1ccc2c(c1)OCCO2 (stereo unspecified),5,-8,-3,-15,2,12,-8,-8,-2,-1,7
COCCSc1nnc(NC(=O)CS(=O)(=O)c2ccccc2)s1,-11,10,-1,9,-3,-1,-7,-20,13,-4,-4
CCOC(=O)C(C)/C(C)=N/NC(=O)CCC(=O)Nc1cc(C)ccc1C (stereo unspecified),-14,-1,-2,-7,2,-6,-2,-2,-10,2,4
CC(C)NC(=O)N(Cc1ccccc1)Cc1cccs1,6,-3,12,-7,0,5,-18,4,2,0,26
CC(C)n1nnc(-c2ccc(OCc3ccccc3F)cc2)n1,-69,-75,-5,12,-102,-25,1,-66,-19,-25,-74
CC1(c2ccc(OC(F)F)cc2)NC(=O)N(CC(=O)NC2CCCCC2)C1=O (stereo unspecified),9,2,-1,3,11,3,1,-32,-18,-1,18
CCn1c2ccccc2c2cc(/C=N/NC(=O)c3ccncc3)ccc21,28,-13,-3,-10,14,39,9,-39,18,u,-14
CC(Oc1ccc2c3c(c(=O)oc2c1)CCCC3)C(=O)NCc1ccccn1 (stereo unspecified),25,-13,3,-16,-26,-3,4,23,-2,-5,-22
O=C(N/N=C/c1cccs1)C1CC(=O)N(c2ccccc2)C1 (stereo unspecified),-3,-8,-5,1,11,-5,-1,21,31,3,13
Cc1ccc(C(O)c2ncc(-c3ccccc3F)[nH]2)c(C)c1 (stereo unspecified),-8,-15,x,-9,-26,-20,-5,-39,1,x,-46
COC(=O)c1ccc(C2c3c(n[nH]c3C)C(=O)N2c2ccc(C)cc2)cc1 (stereo unspecified),-17,-2,-1,15,-11,-14,3,-5,7,0,-1
CCOC(=O)[C@@H]1[C@H]2COc3cc(OC)ccc3[C@@H]2N2C(=O)N(c3ccc(C(F)(F)F)cc3)C(=O)[C@]12C,-2,-2,8,-1,-12,-3,-4,-31,6,6,2
Cc1cccc2cc(CN(Cc3cccs3)C(c3nnnn3C3CCCC3)C(C)C)c(=O)[nH]c12 (stereo unspecified),2,-8,3,-13,-6,15,3,-21,12,4,-9

Additional structures follow:
smiles,NR5A2 inv ag,COUP-TFII inh,TLR9-MyD88 block,TRAIL sens C8,NCOA1 inh,TROY NFkB inh,NOD2 RIPK2 PPI,NCOA2 inhibitor,TWEAK-Fn14 inh,LMP1 NFkB inh,SRC3 inh
CCS(=O)(=O)N1CCC(C(=O)c2ccc(Cl)cc2)CC1,-18,2,-16,23,-23,5,-3,-4,-2,3,17
Cc1c(NC(=O)CSc2ccccn2)c(=O)n(-c2ccccc2)n1C,2,0,12,15,-15,-17,4,-10,-5,0,27
COc1cc(/C=C2\SC(N)=NC2=O)cc(Cl)c1O,4,12,10,-11,3,-18,7,30,10,7,-7
CSCC[C@H](NC(=O)COc1ccc(Cl)cc1)c1nc2ccccc2[nH]1,15,5,6,-5,-1,14,-2,10,17,1,17
COc1ccc2c(c1)c1ncn(CCc3ccccc3)c(=O)c1n2C,14,-11,2,5,8,-19,1,-13,-6,-8,2
Cc1cccc(NC(=O)Nc2ccc(C)cc2Br)c1,-57,-12,13,-11,-83,-62,-8,-31,-39,-31,-55
CC(=O)Cc1nsc(NC(=O)c2ccc(-c3cccc(C(F)(F)F)c3)o2)n1,5,9,5,2,-6,2,-3,-16,14,-2,-6
COc1ccc(NC(=O)C(=O)N/N=C/c2cccnc2)c(OC)c1,13,5,-10,-1,7,-18,3,-26,18,5,15
Cc1ccccc1C(=O)NC(CC(C)C)C(=O)OCc1cc(=O)n2cc(Br)ccc2n1 (stereo unspecified),-20,-34,8,6,-99,-87,-10,-48,-33,-20,-52
O=C(c1cc2ccccc2oc1=O)N1CCCN(C(=O)c2cc3ccccc3oc2=O)CC1,3,10,8,-11,1,13,11,-22,2,-6,12
CC1(c2ccc3c(c2)OCCCO3)NC(=O)N(CC(=O)NCCc2ccccc2)C1=O (stereo unspecified),12,-2,2,-2,9,-8,7,16,1,4,8
NC(=O)c1ccc(NC(=O)CSc2nnc(C3CCCCC3)n2N)cc1,12,-11,-1,4,-27,-30,5,-10,24,4,-5
O=C(CNC1CCCCC1)Nc1cccc(C(F)(F)F)c1,3,-6,-7,-1,4,20,-5,9,-10,0,1
Cc1ccccc1N=Cc1c(O)n(-c2nccs2)c(=O)c2ccccc12,34,1,2,3,6,0,-6,-1,5,7,-18
CN1C(=O)C(C(=O)Nc2ccccc2F)c2ccccc21 (stereo unspecified),6,1,-4,-5,15,-17,-8,6,0,3,13
COc1cccc(-c2sc3ccc(OC)cc3c2-c2ccc(OC)cc2F)c1,-41,-26,-6,8,-41,-47,-3,-19,-24,-5,-31
CCN1CCN(c2sc(S(=O)(=O)CC)nc2S(=O)(=O)c2ccc(Cl)cc2)CC1,-10,8,8,6,2,-7,-1,-6,13,-2,-2
COc1ccc(CN2CCNC(=O)C2CC(=O)N(C)Cc2nc(C)cs2)c(OC)c1 (stereo unspecified),-1,8,6,-1,-7,-12,8,7,-3,-3,6
O=[N+]([O-])c1ccc2c(c1)nc1n2CCCCC1,-13,8,-5,-4,-3,-5,7,5,-7,-13,9
CC(C)CC(=O)NNC(=O)C(C)C,3,-10,-10,8,-21,-9,1,15,16,6,15
O=C(Cn1c(=O)[nH]c2sc3c(c2c1=O)CCCC3)NCC1CCCO1 (stereo unspecified),-6,-3,7,-4,-1,-18,-17,-11,17,-2,-4
CC(Sc1nnc(Cc2ccc3c(c2)OCO3)o1)C(N)=O (stereo unspecified),-21,16,5,-2,-2,2,2,-11,-3,-2,12
Cn1cnnc1SCCC(=O)Nc1ccccc1,2,-22,-3,-4,6,-22,-5,-16,10,-3,2
Cc1cc(=O)cc(C)[nH]1,3,-5,-4,-10,-2,11,-7,-11,2,-6,9

In the list so far, ten contain fluorine.
smiles,NR5A2 inv ag,COUP-TFII inh,TLR9-MyD88 block,TRAIL sens C8,NCOA1 inh,TROY NFkB inh,NOD2 RIPK2 PPI,NCOA2 inhibitor,TWEAK-Fn14 inh,LMP1 NFkB inh,SRC3 inh
Nc1nc2ncccn2c1-c1ccc(F)c(F)c1,-50,6,x,-14,x,x,28*,-2,x,x,x
Cc1ccc2c(=O)c(C(=O)c3ccc(F)cc3)cn(CC(=O)NCc3ccco3)c2n1,-16,12,-6,13,3,-13,-2,23,3,8,-17
CC(C)n1nnc(-c2ccc(OCc3ccccc3F)cc2)n1,-69,-75,-5,12,-102,-25,1,-66,-19,-25,-74
CC1(c2ccc(OC(F)F)cc2)NC(=O)N(CC(=O)NC2CCCCC2)C1=O (stereo unspecified),9,2,-1,3,11,3,1,-32,-18,-1,18
Cc1ccc(C(O)c2ncc(-c3ccccc3F)[nH]2)c(C)c1 (stereo unspecified),-8,-15,x,-9,-26,-20,-5,-39,1,x,-46
CCOC(=O)[C@@H]1[C@H]2COc3cc(OC)ccc3[C@@H]2N2C(=O)N(c3ccc(C(F)(F)F)cc3)C(=O)[C@]12C,-2,-2,8,-1,-12,-3,-4,-31,6,6,2
CC(=O)Cc1nsc(NC(=O)c2ccc(-c3cccc(C(F)(F)F)c3)o2)n1,5,9,5,2,-6,2,-3,-16,14,-2,-6
O=C(CNC1CCCCC1)Nc1cccc(C(F)(F)F)c1,3,-6,-7,-1,4,20,-5,9,-10,0,1
CN1C(=O)C(C(=O)Nc2ccccc2F)c2ccccc21 (stereo unspecified),6,1,-4,-5,15,-17,-8,6,0,3,13
COc1cccc(-c2sc3ccc(OC)cc3c2-c2ccc(OC)cc2F)c1,-41,-26,-6,8,-41,-47,-3,-19,-24,-5,-31

An excerpt from above with just LMP1 NFkB inh and TROY NFkB inh.
Structure,LMP1 NFkB inh,TROY NFkB inh
CC(Sc1nnc(Cc2ccc3c(c2)OCO3)o1)C(N)=O (stereo unspecified),-2,2
COc1ccc2c(c1)c1ncn(CCc3ccccc3)c(=O)c1n2C,-8,-19

An excerpt; count on the stated rates, not on these rows.
